# HSP90 inh: HSP90 inhibitors, primary screen, cell lysate, luminescence. Heat shock protein HSP 90 (rabbit reticulocyte lysate; luciferase refolding). Rabbit reticulocyte lysate, luciferase refolding luminescence, 3 h. inhibition, % at 5.6 µM. 290,000 compounds, 0.91% hits. AID 1789, 2009;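 active = inhibition above the screen-wide mean plus 3 SD, computed separately per campaign, cut at about 16% in these data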;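 note: 0% = DMSO wells and 100% = 60 µM geldanamycin wells; inhibitors lower the luminescence because luciferase stays unfolded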
# IEC-6 cytotox: cytotoxicity in IEC-6 intestinal epithelial cells, primary screen, cytotoxicity control for KLF5 inhibitor project, cell-based, luminescence; AID 1825, 2009; IEC-6 cytotoxicity, luminescence viability; inhibition, % at 5 µM; 290,000 compounds, 0.78% hits; in the data active = inhibition above about 22%;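 note: 0% = plate median of test compound wells and 100% = cytotoxic reference compound wells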
# HSF-1 act: HSF-1 activators, primary screen, NIH3T3-HGL cells, MG132 stress, luminescence, single point; NIH3T3-HGL HSF-1 luciferase reporter, 8 h; 100% = twice DMSO control signal; activation, % at 9 µM; 300,000 compounds, 1.7% hits; AID 504408, 2011;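 active = mean replicate activation of at least 50% with a set share of replicates each reaching 50%; inconclusive = only one of those two conditions met; inactive = mean below 50% and too few replicates reaching it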;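 note: 0% = median of the neutral control wells and 100% = twice that signal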
# Platelet DG rel: inhibitors of platelet dense granule secretion, primary screen, cell-based, MLPCN, human platelets; human platelet-rich plasma, SFLLRN dense granule ATP release, luminescence; inhibition, %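 (compounds screened at 7.5 µM in platelet-rich plasma)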; 300,000 compounds, 0.22% hits; AID 1663, 2009;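 active = mean replicate score, as percent of positive control, at or above 50; inconclusive = mean below 50 but at least one replicate at or above 50; inactive = mean and every replicate below 50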
# GSK3beta inhib: human GSK3beta kinase inhibitors, primary screen, biochemical, cell-free homogeneous, HTS; Glycogen synthase kinase-3 beta (Homo sapiens), P49841; GST-GSK3beta kinase, ADP-Glo luminescence, 60 min; stronger effect = lower value; activity score (negative = inhibition), % at 10 µM; 300,000 compounds, 0.038% hits; AID 2097, 2009;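 active = more than half of replicate wells score below -50%, meaning over 50% inhibition versus plate controls; inconclusive = some replicates but at most half score below -50%; inactive = no replicate scores below -50%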;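 note: 0% = median DMSO wells and -100% = median GW8510 positive control wells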
# Target sequence (P49841 whole entry, looked up): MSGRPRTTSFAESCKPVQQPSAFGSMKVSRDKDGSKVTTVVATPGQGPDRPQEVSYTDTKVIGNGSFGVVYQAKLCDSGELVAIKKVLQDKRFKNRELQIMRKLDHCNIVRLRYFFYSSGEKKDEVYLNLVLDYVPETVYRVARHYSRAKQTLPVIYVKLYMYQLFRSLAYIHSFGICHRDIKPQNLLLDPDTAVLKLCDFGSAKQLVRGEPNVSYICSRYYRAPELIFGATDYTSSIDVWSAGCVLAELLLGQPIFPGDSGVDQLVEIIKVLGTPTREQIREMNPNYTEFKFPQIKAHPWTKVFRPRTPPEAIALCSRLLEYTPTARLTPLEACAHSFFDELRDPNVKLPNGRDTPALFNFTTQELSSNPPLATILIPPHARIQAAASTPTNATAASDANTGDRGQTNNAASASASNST
#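 test system = GST-tagged human GSK3beta kinase, cell-free | reagent = 25 µM ATP with peptide substrate | dosing = one dose of 10 µM per compound | schedule = 60 min reaction, RT | detection = luminescent ADP-Glo measurement of ADP formed | control set = DMSO neutral wells and GW8510 at 20 µM as positive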
# DYRK1A inh: rat Dyrk1A kinase inhibitors, primary screen, biochemical, single point, plate reader; inhibition, % at 12.5 µM; Dual specificity tyrosine-phosphorylation-regulated kinase 1A (Rattus norvegicus), Q63470; ADP-Glo luminescence, NFATc1 peptide; AID 504441, 2011; 310,000 compounds, 0.43% hits; in the data active = inhibition above about 50%;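 note: plate controls were vehicle with enzyme for no effect and no enzyme for full effect; many of its hits are not listed in these tables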
# HSF1 inhib: HSF1 inhibitors in luciferase reporter cells, primary screen, cell-based, NIH3T3, luminescence | NIH3T3-HGL HSE-luciferase, MG132-induced, luminescence 8 h; stronger effect = lower value | activity change, negative = inhibition, % at 7.5 µM (by protocol) | 300,000 compounds, 0.77% hits | AID 2098, 2009;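 active = more than half of replicate wells show activity change below -50%, luminescence cut by over half; inconclusive = some wells, but at most half, below -50%; inactive = no replicate well below -50%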;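 note: luciferase reports HSF-1 transcriptional activity via heat shock element; 0% = median of DMSO wells and -100% = zero luminescence signal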
# KLF5 inhibitor: KLF5 expression inhibitors, primary screen, DLD-1 cells, luminescence. inhibition, % at 5 µM. DLD-1 KLF5 promoter-luciferase reporter. 290,000 compounds, 0.23% hits;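 active = inhibition above a per-plate limit of that plate's mean compound inhibition plus 3 SD, cut at about 60% in these data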;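 note: 0% = DMSO wells and 100% = LY294002 at 200 µM; higher means less KLF5 promoter-driven luciferase light; inactives centre near -14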
# GSK3A inh: blockers of GSK3A enzyme activity – biochemical, luminescence, cell-free homogeneous, HTS, primary screen; inhibition, % at 10 µM; 320,000 compounds, 0.1% hits; GSK-3 alpha kinase, ADP-Glo luminescence, 60 min; Glycogen synthase kinase-3 alpha (Homo sapiens), P49840;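 in the data active = inhibition above about 50%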;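 note: GST-tagged GSK-3 alpha with peptide substrate and 25 µM ATP; 0% = DMSO neutral wells and 100% = GW8510 positive control wells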
# Target sequence (P49840 whole entry, looked up): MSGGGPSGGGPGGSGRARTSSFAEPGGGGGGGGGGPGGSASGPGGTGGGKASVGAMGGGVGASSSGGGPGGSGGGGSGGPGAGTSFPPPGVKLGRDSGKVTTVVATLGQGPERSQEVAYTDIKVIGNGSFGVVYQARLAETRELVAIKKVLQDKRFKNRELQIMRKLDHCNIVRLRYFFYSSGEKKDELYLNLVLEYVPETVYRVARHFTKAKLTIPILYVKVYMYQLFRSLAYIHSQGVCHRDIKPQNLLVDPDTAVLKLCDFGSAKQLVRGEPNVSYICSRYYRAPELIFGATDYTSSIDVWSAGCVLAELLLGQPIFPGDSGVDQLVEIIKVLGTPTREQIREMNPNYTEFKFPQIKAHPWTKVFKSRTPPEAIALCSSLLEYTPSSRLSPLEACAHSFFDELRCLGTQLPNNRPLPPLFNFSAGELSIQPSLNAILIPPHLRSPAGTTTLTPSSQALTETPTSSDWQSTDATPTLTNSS
# aSyn 5UTR inh: MLPCN primary screen, SNCA 5' untranslated region; 300,000 compounds, 0.82% hits; inhibition, % (tested at 7.5 µM); AID 1813, 2009; alpha-synuclein 5'UTR reporter, inhibitor activity; in the data active = inhibition above about 60%; inconclusive = no clear call, values can overlap the other calls;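 note: H4 neuroglioblastoma cells stably carrying SNCA 5'UTR luciferase fusion; 0% = DMSO wells and 100% = positive control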
# * marks the source's active call; other numbers are inactive results; ? = inconclusive; · = not tested or not shown; & = joins results of further samples.
SMILES,HSP90 inh,IEC-6 cytotox,HSF-1 act,Platelet DG rel,GSK3beta inhib,DYRK1A inh,HSF1 inhib,KLF5 inhibitor,GSK3A inh,aSyn 5UTR inh
COc1ccc(OCc2cc(C(=O)N3CCN(CC4CC4)CC3)no2)c(Cl)c1,-4.3,-0.9,41.2,-5.3,0.7,-0.3,28.3,-75.1,-1.9,-87.5
O=C(NCCN1CCCCC1)Nc1cccc(Cl)c1Cl,-2.2,0.8,-18.5,-1.0,2.2,·,-1.8,-14.9,2.2,7.6
Cc1nn(CC(=O)Nc2ccc3nc4n(c(=O)c3c2)CCCC4)c(C)c1[N+](=O)[O-],-1.3,-1.1,-7.1,-3.5,·,-2.2,-1.7,-27.4,-0.3,15.6
COC(=O)c1cccc(S(=O)(=O)N2CCCCC2)c1,-1.2,-0.4,13.2,10.5,-1.0,3.4,-3.6,-1.5,0.0,32.2
Cc1nc(C)c(C(=O)NCCC(c2ccccc2)c2ccccc2)o1,-0.8,6.0,-15.9,13.6,0.2,0.9,-6.5,1.1,-1.9,14.6
O=C(c1ccccc1)[C@H]1CC=CC[C@H]1C(=O)O,2.1,3.9,-12.4,9.2,-22.9,-0.7,1.4,-16.4,1.7,-12.1
Cc1ccc(CS(=O)Cc2ccc(C(=O)N3CCN(c4ccc(F)cc4)CC3)o2)cc1 (stereo not drawn),2.8,-2.4,-15.3,11.1,1.0,·,-4.8,2.0,-0.5,-15.4
COc1ccccc1OCCOc1ccc(C(=O)c2ccccc2)cc1,2.6,-2.2,16.2,-11.0,5.9,-5.0,3.3,51.5,3.9,2.1
C=CCN(c1ccc(C(=O)NCCCn2ccnc2)cc1)S(C)(=O)=O,-1.1,-8.0,7.2,6.6,1.4,-2.3,-5.7,-31.6,-0.9,0.5
CC(C)(NC(=O)c1cc(Cl)c2ccccc2c1O)C(=O)O,1.5,0.2,-86.8,0.7,6.8,5.8,-83.4*,-10.3,-4.9,18.5
COc1ccc(-c2noc(CCC(=O)NCCCN3CCC(C)CC3)n2)cc1,-1.1,1.9,2.8,-22.3,-0.4,·,-2.4,-39.4,3.5,-22.5
O=C(c1cc2ccccc2o1)N1CCN=C1SCc1cccnc1,-3.8,4.3,-5.6,-9.9,0.3,-19.5,4.0,-8.1,-3.5,-13.8
COc1ccc(C(=O)CC(=O)C(=O)Nc2cc(OC)c(OC)c(OC)c2)cc1,0.3,-2.7,77.2*,0.7,-3.9,1.3,42.7,-46.3,-0.6,-20.3
N#C/C(=C(/O)CSc1n[nH]c(N)n1)c1nc2ccccc2[nH]1,-3.1,5.2,-5.6,-1.9,1.4,-2.6,-8.7,1.6,2.3,11.5
CCOc1cccc(N2C(=O)CC(NCc3ccc(S(N)(=O)=O)cc3)C2=O)c1 (stereo not drawn),0.6,6.6,-1.8,-18.0,1.3,-4.1,-5.2,-33.4,-1.9,5.6
COc1ccc(NS(=O)(=O)c2cccc(C(=O)N(C)Cc3ccc(SC)cc3)c2)cc1,·,·,?,6.9,1.9,-1.3,26.0,·,-4.3,13.8
COc1cccc(NC(=O)CNC(=O)[C@@H]2Cc3ccccc3CN2C(=O)OC(C)(C)C)c1,-1.4,-2.3,1.4,5.1,-1.2,0.0,2.7,-15.7,-1.1,3.0
Cc1cccc(NC(=S)NC(=O)C(c2ccccc2)c2ccccc2)n1,-0.6,0.3,1.4,1.6,2.5,1.1,-5.0,-6.2,-1.7,13.2
CC1CCC2C(=O)N(c3cc(Cl)ccc3OC(=O)c3ccco3)C(=O)C2C1 (stereo not drawn),0.0,-1.9,4.6,7.8,5.2,-3.8,-1.4,-3.5,·,3.2
C[C@H](CCC(=O)NCC(=O)O)[C@H]1CC[C@H]2[C@@H]3[C@H](O)C[C@@H]4C[C@H](O)CC[C@]4(C)[C@H]3C[C@H](O)[C@]12C,-5.5,3.2,11.7&-15.8,0.8&-6.4,0.3&3.1,3.5&-2.4&4.2,0.0&3.9,-7.2,-0.1&-1.1&-1.5,29.9&-34.8
COC(=O)c1ccccc1NC(=O)CSc1nccc(C)n1,-2.9,3.3,-3.0,1.2,1.5,-3.6,1.1,1.3,1.6,-3.8
Cn1ccsc1=NC(=O)c1ccc(CS(C)(=O)=O)cc1,0.8,3.8,6.2,-6.3,2.6,3.5,-3.0,-14.9,0.7,-66.3
O=C(NN=C1CCC(c2ccccc2)CC1)c1cc2c(s1)CCCC2 (stereo not drawn),-1.3,5.9,-60.5,3.3,-4.4,3.5,-48.9,3.7,-2.3,-19.3
CCC(C)NC(=O)c1cn(CC)c2ccc(S(=O)(=O)N3CCCCC3)cc2c1=O (stereo not drawn),-0.4,13.7,-6.6,10.3,-1.1,-3.9,-3.2,-6.1,-2.3,10.3
CCOc1cc(C2C(C#N)=C(N)SC(N)=C2C#N)ccc1OCCN1CCOCC1,0.4,-3.6,0.4,-2.8,0.4,11.1,-2.0,9.2,5.1,-15.6
COc1ccc(CN(C)CC(=O)Nc2cc(OC)c([N+](=O)[O-])cc2C)c(OC)c1,-3.3,0.4,3.3,-0.7,0.1,-1.3,-6.1,11.5,0.0,-1.7
CC1CCCC(C)N1C(=O)CSc1nnc(COc2ccc(F)cc2)o1 (stereo not drawn),2.4,2.3,-7.3,5.0,-0.3,5.5,-4.8,-24.9,-0.5,8.7
CCCCOc1ccc(C(=O)N/C(=C/C=C/c2ccccc2)C(=O)NCCCO)cc1,1.9,-9.1,21.5,0.7,2.3,5.2,-0.8,-17.0,-1.9,-8.2
Cn1nnc(NC(=O)c2ccc(Br)o2)n1,-6.1,-3.3,-21.2,1.5,2.7,3.1,-5.5,21.6,2.8,-5.8
CCN(C(=O)c1ccnc(C(C)(C)C)c1)c1ccccc1,-1.5,-4.7,5.0,-4.8,3.1,-15.8,-5.1,-1.6,-1.2,20.4
CC1CCCCC1NC1=NCCS1 (stereo not drawn),2.1,-4.3,11.7,1.0,-2.5,-1.8,-2.6,-55.4,0.9,-12.6
Cc1ccccc1-n1nc(C)c2c1N=C1C(Cl)=CC(Cl)=CN1C2c1ccc(C(=O)O)cc1 (stereo not drawn),-0.2,1.6,12.6,0.7,1.3,-3.3,7.4,-39.8,·,9.0
O=C(CCCN=C1NS(=O)(=O)c2ccccc21)OCC(=O)c1ccc(F)c(F)c1,·,·,-1.2,-2.3,3.4,9.0,-2.6,·,-2.3,1.1
Cc1onc(-c2c(F)cccc2Cl)c1C(=O)NCCc1ccc(S(N)(=O)=O)cc1,-2.5,4.1,-4.9,-10.5,-4.8,0.0,-7.1,-14.7,0.3,23.9
CC1CCc2nn(CC(=O)NCc3ccc(F)cc3)cc2C1 (stereo not drawn),-0.1,4.6,6.1,-1.4,2.5,4.5,-1.7,-2.1,-2.0,-15.3
COc1ccc(NC(=O)CS(=O)c2ccc(Cl)c(Cl)c2)cc1 (stereo not drawn),-2.0,0.9,7.0,4.8,0.9,-5.8,-2.3,-46.0,-2.2,-9.2
CC(C)C(NC(=O)c1ccc(C(C)(C)C)cc1)C(=O)NCC(c1ccccc1)N(C)C (stereo not drawn),4.0,-2.8,13.3,0.1,-22.2,6.4,-5.7,-18.7,1.0,-7.2
Cc1sc2nc(COC(=O)c3ccc(O)cc3)[nH]c(=O)c2c1C,0.1,2.6,-11.2,-2.0,-0.8,1.7,3.3,-15.6,1.6,7.9
COc1ccc(/C=C/C(=O)Nc2c(C)nn(C)c2C)cc1COc1ccc(Cl)cc1Br,-1.7,-11.5,-17.9,-3.1,1.3,-2.5,-3.5,-27.7,1.4,48.8
COc1ccc(NC2CCCN(C(=O)CCc3ccccc3F)C2)cc1 (stereo not drawn),-3.8,1.3,1.1,-7.9,-0.5,-2.5,0.6,-9.3,5.0,25.6
Cc1ccc(-c2c(C(=O)N/N=C/C3CCCCC3)nnn2-c2nonc2N)cc1,0.6,3.7,2.0,14.9,0.7,-0.6,-6.8,15.7,2.2,13.8
COc1cc([N+](=O)[O-])cc(/C=N/NC(=O)c2cc(-c3ccccc3)nc3ccccc23)c1O,0.6,9.9,9.0,9.7,-1.1,1.9,-12.7,3.9,-0.1,22.6
O=S(=O)(c1ccccc1)N1c2cc(Cl)ccc2Oc2nc3ccccc3nc21,-0.1,3.4,·,·,-2.0,-0.8,·,-17.9,-2.9,·
COc1ccc2oc(C)c(C(=O)c3ccc([N+](=O)[O-])cc3)c2c1,-2.1,-0.5,-11.1,0.1,-1.1,22.5,-5.7,-7.8,-2.3,20.2
CCOc1ccc(N2CC(C(=O)Oc3ccccc3)CC2=O)cc1 (stereo not drawn),0.6,-6.9,24.0,7.6,1.0,-0.9,-10.2,4.3,8.6,-1.8
CC(=O)N(NC(=O)c1ccc(C)cc1)C1CC(=O)N(c2ccccc2Cl)C1=O (stereo not drawn),-7.3,3.3,-4.1,2.5,-2.5,1.6,-6.5,4.5,-1.7,6.2
Cc1ccccc1C(=O)N1CC(=O)Nc2ccc(F)cc2C1c1ccc(F)cc1 (stereo not drawn),-0.5,-0.8,4.6,5.9,1.7,0.2,8.9,-4.2,7.0,7.7
COc1ccccc1C(CC(=O)O)NS(=O)(=O)c1ccc2c(c1)N(C(C)=O)CC(C)O2 (stereo not drawn),1.4,3.0,-4.5,3.0,0.7,-5.5,-10.3,-13.3,-1.3,8.5
COc1ccc(-c2nc3cccc(C)n3c2NCc2ccco2)cc1OC,1.7,-1.1,-20.9,13.5,2.0,·,-3.0,-17.4,1.5,-39.9
Clc1ccc(Cn2ncc3c(NCc4ccccc4)ncnc32)cc1,-0.5,28.2*,7.2,0.7,-0.8,-0.5,1.2,45.4,0.0,-25.6
O=C(CSc1nc2ccsc2c(=O)n1Cc1ccccc1)NCc1ccco1,-0.1,-4.0,11.3,-1.3,-1.0,5.6,5.1,-9.1,0.6,2.4
c1ccc(C(c2ccccc2)c2noc(CN3CCN(CC4CC4)CC3)n2)cc1,2.9,6.9,-13.5,-2.1,0.7,-4.3,-3.7,-37.0,-4.1,16.1
CSc1[nH]c(=O)c(C(=O)O)cc1C#N,-1.3,-0.4,-3.0,-1.7,-1.9,1.1,-7.1,-4.2,-1.3,-14.6
C=CCSc1nccc(=O)[nH]1,-1.9,4.5,20.9,1.1,-1.7,-7.7,-6.9,-29.9,-9.8,-9.1

# Assay outcomes deposited in PubChem BioAssay by several laboratories.

# Not all compounds are listed, so the mix of outcomes need not match the whole.
